PMI act – activators of human phosphomannose isomerase | P34949 | purified human PMI, coupled resazurin fluorescence, 20 min; stronger effect = higher value; 1 = vehicle control, 0 substrate-free wells | activation factor at 20 µM | 190,000 compounds, 0.005% hits | AID 1214;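 active = activation factor of 2 or more at 20 µM, relative to plate controls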
Target sequence (P34949 whole entry, looked up): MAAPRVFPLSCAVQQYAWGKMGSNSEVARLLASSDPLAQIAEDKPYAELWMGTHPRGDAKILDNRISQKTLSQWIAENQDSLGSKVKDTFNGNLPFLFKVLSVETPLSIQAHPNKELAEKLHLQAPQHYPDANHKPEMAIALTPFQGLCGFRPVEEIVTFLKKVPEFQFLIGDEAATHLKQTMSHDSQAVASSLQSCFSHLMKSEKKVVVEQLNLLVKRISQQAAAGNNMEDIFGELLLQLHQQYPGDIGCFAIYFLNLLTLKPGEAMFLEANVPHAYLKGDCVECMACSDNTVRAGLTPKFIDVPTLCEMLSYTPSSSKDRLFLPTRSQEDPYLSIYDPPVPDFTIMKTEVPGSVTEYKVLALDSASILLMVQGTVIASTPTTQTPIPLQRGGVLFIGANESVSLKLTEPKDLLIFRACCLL
FLuc inh counter – Photinus pyralis luciferase inhibition counter-screen. P08659. AID 1006. ATPLite firefly luciferase biochemical luminescence, 10 min. inhibition, % at 10 µM. 200,000 compounds, 1.5% hits;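 active = inhibition above about 50% when tested at 10 µM, limit read from the data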
Target sequence (P08659 whole entry, looked up): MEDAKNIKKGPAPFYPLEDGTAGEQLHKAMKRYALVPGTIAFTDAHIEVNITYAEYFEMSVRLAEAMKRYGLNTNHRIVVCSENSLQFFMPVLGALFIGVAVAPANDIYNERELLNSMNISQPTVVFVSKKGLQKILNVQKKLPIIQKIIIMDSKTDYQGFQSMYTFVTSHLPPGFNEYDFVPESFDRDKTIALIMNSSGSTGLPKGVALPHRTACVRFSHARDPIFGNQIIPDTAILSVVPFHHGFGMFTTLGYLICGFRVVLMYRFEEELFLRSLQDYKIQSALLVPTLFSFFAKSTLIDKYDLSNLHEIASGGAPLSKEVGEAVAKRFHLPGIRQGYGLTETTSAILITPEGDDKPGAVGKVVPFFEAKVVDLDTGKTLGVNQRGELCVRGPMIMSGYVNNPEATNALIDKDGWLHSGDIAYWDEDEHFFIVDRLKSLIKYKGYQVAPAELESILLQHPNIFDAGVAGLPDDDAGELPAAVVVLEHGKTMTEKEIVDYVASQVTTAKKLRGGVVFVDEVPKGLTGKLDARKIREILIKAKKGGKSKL
TNAP act hiacc – activators of human TNAP at high phosphate acceptor concentration. 200,000 tested, under 10 active. purified TNAP, CDP-star luminescence, 1 M DEA, 30 min; stronger effect = higher value; 0 = EDTA background, 1 = DMSO-only activity. activation factor at 20 µM. P05186. AID 1136;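 active = activation factor at least 2 at 20 µM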
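Assay system: human TNAP; Input: enzyme diluted 1/800 final; Reagent: CDP-star luminogenic substrate at 100 µM final; Timing: 30 min, room temperature; Signal: luminescence; Evaluation: TNAP activation factor scaled between EDTA and DMSO control wells.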
FLuc act counter – affects firefly luciferase, flagging false hits in luciferase stimulation screens. P08659. ATPlite luciferase biochemical, luminescence, 10 min; 0 = ATP-free wells, 1 = DMSO control. activation factor at 10 µM. 200,000 tested, under 10 active. AID 1027;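 active = luciferase activation factor, scaled between plate controls, of at least 2 with compound at 10 µM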
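Material: Luciferase/luciferin reagent mix | Doses: Test compounds dosed from 2 mM stocks in 100% DMSO | Timing: 10 min incubation after luciferase reagent addition, room temperature | Measured by: Luminescence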
bIAP activator – increases bovine intestinal alkaline phosphatase activity; purified bovine IAP, CDP-star luminescence, 30 min; stronger effect = higher value; fold of DMSO-control signal, blank-subtracted; 200,000 compounds, 0.17% hits; activation factor at 20 µM;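 active = activation factor of 2 or more at 20 µM, a signal rise over negative controls twice the positive control's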
APP 5'UTR act – APP 5'UTR luciferase reporter activation; SH-SY5Y APP 5'UTR luciferase reporter, luminescence; zero percent = DMSO vehicle wells; activation, % at 2 µM; 190,000 compounds, 1% hits; AID 1276;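 active = activation above a set limit, based on mean plus 3 SD of controls, cut at about 140% in these data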; also: values of inactives mirror those of a sister screen read the other way
NF-kB expr up – NF-kB expression increase, human neuronal cells. NF-kB reporter expression; stronger effect = higher value. fold change at 12.5 µM. 190,000 compounds, 1.6% hits. AID 1239; in the data active = fold change above about 3.3
TNAP inh no acc – blocks human TNAP activity with no phosphate acceptor present | P05186 | 200,000 compounds, 0.26% hits | purified TNAP, CDP-star luminescence, 30 min | inhibition, % at 20 µM | AID 1012;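 active = tissue-nonspecific alkaline phosphatase inhibition above about 50% at 20 µM in the single-dose screen, limit read from the data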;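 also: 0% = DMSO negative control and 100% = EDTA positive control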
PMI act satM6P – increases human PMI activity with near-saturating mannose 6-phosphate; coupled PMI enzyme assay, resazurin fluorescence, 20 min; stronger effect = higher value; 1 = untreated enzyme, 0 = substrate-free blank; activation factor at 20 µM; 190,000 compounds, 0.34% hits;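 active = activation factor of 2 or more at 20 µM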
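Technique: Diaphorase-driven resazurin-to-resorufin fluorescence, excitation 544, emission 590 nm | Assay system: Human PMI in coupled enzyme assay | Times: Enzyme reaction with compound 20 min at room temperature | Medium: HEPES-buffered pH 7.4 with magnesium and detergent | Reagent: Mannose-6-phosphate 1.0 mM (near-saturating) plus 0.22 mM NADP+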
TNAP inh hiacc – TNAP (human) inhibition, high acceptor; P05186; purified TNAP, CDP-star luminescence, 1 M DEA; inhibition, % at 20 µM; 200,000 compounds, 0.03% hits; AID 1135;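 active = over 50% inhibition of tissue-nonspecific alkaline phosphatase at 20 µM in the single-dose screen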;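 also: plate controls were DMSO wells for no effect and EDTA-quenched wells as full inhibition for full effect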
An asterisk follows results filed as active; / = not tested or not shown.

SMILES | PMI act | FLuc inh counter | TNAP act hiacc | FLuc act counter | bIAP activator | APP 5'UTR act | NF-kB expr up | TNAP inh no acc | PMI act satM6P | TNAP inh hiacc
Cc1ccc(Cl)cc1NC(=O)CCCN1C(=O)c2cccnc2C1=O | 1 | 2 | 1 | 1 | 1.2 | -14 | 1.5 | -14 | 0.9 | -2
Nc1n[nH]c(N)c1N=Nc1ccc(Cl)cc1Cl | 0.8 | 8 | 0.9 | 0.9 | 0.6 | 40 | 1 | -11 | 0.8 | 6
CCn1c(SCC(=O)c2ccccc2)nc2c(c1=O)SC(C)C2 (stereo not drawn) | 1 | -6 | 1.1 | 1.1 | 0.9 | 1 | 2 | -14 | 1 | -5
O=C(Nc1ccncc1)c1cn(-c2ccccc2)nc1-c1cccs1 | 0.9 | 10 | 1 | 0.9 | 0.9 | 5 | 1 | -10 | 0.9 | -3
O=S1(=O)N=C(N/N=C/c2ccco2)c2ccccc21 | 1.3 | -2 | 1.1 | 1 | 1 | -13 | 1.3 | -14 | 1 | -6
O=[N+]([O-])c1ccc(/C=N/Nc2nc(N3CCOCC3)nc(N3CCOCC3)n2)cc1 | 0.9 | -4 | 1 | 1 | 1 | -34 | 1.1 | -10 | 1 | -5
CC1=C(C(=O)OCC2CCCO2)C(c2cccc(C(F)(F)F)c2)C2=C(CC(c3ccco3)CC2=O)N1 (stereo not drawn) | 0.8 | 0 | 1.1 | 1 | 0.9 | / | 1.4 | -8 | 0.9 | -5
COc1cc2c(cc1NC(=O)c1ccccc1F)CCCC2 | 0.9 | 6 | 1 | 0.9 | 1.2 | 74 | 2.5 | -4 | 0.9 | 4
CCOC(=O)c1sc(NC(=O)CCN2CC(C)OC(C)C2)c(C(=O)OCC)c1C (stereo not drawn) | 1.1 | -11 | 1 | 1.1 | 0.9 | -4 | 1 | 8 | 1.1 | -4
Cc1ccc(OCC(=O)N/N=C/c2ccco2)cc1 | 1 | 6 | 1 | 0.9 | 1 | 2 | 1.2 | -18 | 1.1 | -2
COc1cc(OC)cc(C(=O)N[C@H](C(=O)OCC(=O)c2ccc3c(c2)NC(=O)CO3)C(C)C)c1 | 0.9 | -2 | 1 | 1 | 0.9 | 0 | 1.2 | -10 | 0.9 | -3
c1ccc2c(c1)ccc1nnc(SCc3ccc4c(c3)OCO4)n12 | 0.9 | -3 | 1.1 | 1 | 0.9 | 3 | 1.4 | -10 | 1 | -6
COc1ccccc1C(=O)C1CCCN(C(=O)c2cc(C(C)C)no2)C1 (stereo not drawn) | 1 | -9 | 1 | 1.1 | 0.9 | -22 | 0.92 | -8 | 1.1 | -2
COc1ccc(Cn2nnnc2C(c2ccccc2Cl)N2CCC(C(N)=O)CC2)cc1 (stereo not drawn) | 0.9 | -7 | 1 | 1.1 | 1.1 | -9 | 1.1 | -1 | 0.8 | 0
COCCn1c(Cc2ccccc2)nnc1SCC(=O)NC(C)C | 1 | -3 | 1.1 | 1 | 1 | 8 | 0.99 | -11 | 1 | -6
COc1ccccc1-c1noc(-c2cc(OC)c(OC)c(OC)c2)n1 | 0.9 | -2 | 1 | 1 | 1.2 | 5 | 0.61 | -6 | 0.9 | 0
CCC(C(=O)Nc1ccccc1OC)n1c(C(=O)OC)cc2ccsc21 (stereo not drawn) | 0.9 | -11 | 1.1 | 1.1 | 0.9 | 7 | 0.78 | 1 | 0.9 | -6
COCCNC(=O)c1ccc(N2CCCCC2)c(NS(=O)(=O)c2ccc(C)cc2)c1 | 1.2 | 5 | 0.9 | 1 | 1 | 7 | 1.3 | 0 | 1.4 | 5
CN1CCC(OC(=O)COc2ccc(Cl)cc2Cl)CC1 | 1.2 | -1 | 1 | 1 | 0.9 | 5 | 1.2 | -13 | 1.2 | -2
Cc1sc2nc3ccc(NCc4ccco4)nn3c(=O)c2c1C | 1 | -4 | 1.1 | 1 | 1 | -3 | 1.4 | -4 | 1 | -6
CN(C)CCCNC(=O)CCc1ncc(C(F)(F)F)cc1Cl | 1.1 | -8 | 1 | 1.1 | 1.1 | 22 | 1.1 | -12 | 1 | -2
O=C(NC1C=CS(=O)(=O)C1)c1sc2ccccc2c1Cl (stereo not drawn) | 1 | 5 | 1 | 0.9 | 0.9 | 11 | 2.6 | -8 | 1.1 | 0
Cc1ccc(C2=Nc3ccccc3N=C(C(Cl)Cl)C2)cc1 | 1.3 | 24 | 1 | 0.8 | 1 | 109 | 4* | -8 | 1.2 | 0
CCO[C@H]1OC(C(=O)NC2CC2)=C[C@@H](c2ccc3c(c2)OCO3)[C@@H]1CCCO | 0.9 | 1 | 1 | 1 | 1.3 | 2 | 1 | -4 | 0.9 | 0
Cc1ccccc1-n1c(SC(C)C(=O)N2CCN(C)CC2)nc2ccccc2c1=O (stereo not drawn) | 1.1 | -7 | 1.1 | 1.1 | 1 | -6 | 1 | -11 | 1.1 | -5
Cc1cccc(C)c1NC(=S)N(CCN(C)C)Cc1cccs1 | 1.1 | -6 | 1 | 1.1 | 1 | 9 | 1.1 | -11 | 1 | 0
COc1cc(OC)c(C(=O)CCCN2CCCC2)c(OC)c1 | 1.1 | -1 | 1 | 1 | 0.9 | 9 | 1 | -10 | 1 | -1
O=C1OC2(CCCCC2)OC(=O)C1=CNc1nccs1 | 1.1 | -5 | 1 | 1.1 | 0.9 | -10 | 1 | -12 | 1.1 | -2
Cc1nc2ccccn2c1/C(O)=C1\C(=O)C(=O)N(CCCn2ccnc2)C1c1ccncc1 (stereo not drawn) | 1.2 | -5 | 1 | 1.1 | 0.9 | 5 | 1.3 | -6 | 1.3 | -3
CCc1ccc(NC(=O)c2cc(-c3cccs3)on2)cc1 | 1.1 | 7 | 1 | 0.9 | 0.7 | 39 | 2.3 | -8 | 1.1 | -4
CCOC(=O)c1c(NC(=S)NCC2CCCO2)sc(C)c1C (stereo not drawn) | 0.7 | -4 | 1 | 1 | 1 | 13 | 0.97 | -8 | 0.9 | 2
O=S(=O)(Nc1nc2ccccc2nc1Cl)c1ccc2ccccc2c1 | 0.8 | 1 | 1 | 1 | 1.1 | -3 | 0.94 | 2 | 0.4 | 1
CC(C)(C)NC(=O)NC(=O)COC(=O)Cn1cnc2ccccc2c1=O | 1.1 | -4 | 1.1 | 1 | 1 | 8 | 0.86 | -18 | 1.1 | -6
CC(C)OC(=O)/C(=C\c1ccc2c(c1)c1ccccc1n2C)NC(=O)c1ccccc1 | 0.9 | -3 | 1 | 1 | 1 | 6 | 1 | -5 | 1 | 2
Cc1nc2ccccc2c(=O)n1N(c1ccccc1)c1ccccc1 | 1 | -8 | 1 | 1.1 | 1.1 | -11 | 1 | -3 | 1 | -4
CCOC(=O)Cc1ccc(NC(=O)c2ccc(C(C)(C)C)cc2)cc1 | 0.9 | 54* | 1.1 | 0.5 | 0.9 | -71 | 0.36 | 0 | 0.9 | -5

Marked active in NF-kB expr up, of those listed so far:
mol,PMI act,TNAP act hiacc,bIAP activator,APP 5'UTR act,NF-kB expr up,TNAP inh no acc,PMI act satM6P,TNAP inh hiacc
Cc1ccc(C2=Nc3ccccc3N=C(C(Cl)Cl)C2)cc1,1.3,1,1,109,4*,-8,1.2,0

Going on with the list:
SMILES | PMI act | FLuc inh counter | TNAP act hiacc | FLuc act counter | bIAP activator | APP 5'UTR act | NF-kB expr up | TNAP inh no acc | PMI act satM6P | TNAP inh hiacc
NC(N)=N/N=C/c1cc([N+](=O)[O-])ccc1O | 0.7 | 0 | 0.8 | 1 | 0.9 | 23 | 0.96 | 19 | 0.8 | 16
COc1ccc(NS(=O)(=O)c2cc(NC(=O)c3ccc(C)o3)ccc2N2CCCCC2)cc1 | 0.8 | -7 | 1 | 1.1 | 1.2 | 4 | 0.63 | -12 | 0.9 | -5
CCCc1nc2ccccc2c(C(=O)O)c1CC | 1 | 0 | 1 | 1 | 1 | -2 | 1.1 | -7 | 1 | 1
C[C@@H]1NC(=O)[C@H](CCCN=C(N)N)NC(=O)c2cc([N+](=O)[O-])cc(I)c2OCC[C@@H](C(N)=O)NC1=O | 1.1 | -5 | 1 | 1.1 | 0.9 | -15 | 1.1 | -7 | 1.2 | -3
CC(C)=C1SC(N2CCCCC2)=NC1=O | 1 | -6 | 1.1 | 1.1 | 1 | 12 | 1.2 | -19 | 1 | -6
O=C(c1ccncc1)N1N=C(C2CC2)CC1(O)C(F)(F)F (stereo not drawn) | 0.9 | -7 | 1.1 | 1.1 | 1 | 10 | 0.95 | -13 | 1 | -7
CCc1c(C)nc2ncnn2c1NCCc1ccc(OC)c(OC)c1 | 1.1 | -9 | 1 | 1.1 | 1 | -8 | 0.8 | -8 | 1.1 | 0
O=C(Nc1ccccc1)c1cc(S(=O)(=O)N2CCSCC2)ccc1Cl | 0.9 | -7 | 1 | 1.1 | 0.5 | -4 | 0.85 | -12 | 0.9 | -3
COc1ccc(-c2[nH]ncc2CN2CCN(Cc3cccs3)CC2)cc1F | 0.9 | -2 | 1 | 1 | 1.5 | 12 | 0.88 | 9 | 0.8 | -1
Cc1ccc(OCCNC(=O)c2cc(=O)[nH]c3ccccc23)cc1 | 0.9 | -5 | 1 | 1.1 | 1.1 | -4 | 0.92 | -6 | 0.9 | -2
COC(=O)CCC(=O)COc1ccc(OC)cc1C#N | 1 | 6 | 1.1 | 0.9 | 1 | 47 | 1.6 | -14 | 1 | -8
COc1ccc(CCN2C(=O)NC(NC(=O)CCc3ccccc3)(C(F)(F)F)C2=O)cc1OC (stereo not drawn) | 0.9 | -7 | 1 | 1.1 | 0.9 | 8 | 0.9 | -3 | 1 | 1
COc1ccccc1N1CCN(C(=O)CCCn2nc(C)c([N+](=O)[O-])c2C)CC1 | 1 | -4 | 1.1 | 1 | 1.1 | -4 | 1.2 | -12 | 1.1 | -6
CCOc1cc2[nH]c(=O)n(CCCC(=O)NCc3ccco3)c(=O)c2cc1OCC | 1.1 | -10 | 1 | 1.1 | 1 | 15 | 1.1 | 2 | 1 | -5
CCCCn1c(N)c(N(CCOC)C(=O)CSc2nc3ccc(C)cc3[nH]2)c(=O)[nH]c1=O | 1 | -6 | 1 | 1.1 | 1.1 | -4 | 1 | -14 | 1.1 | -3
Cc1ccc(/C=N/Nc2nncc(-c3ccccc3)n2)o1 | 1 | 9 | 1 | 0.9 | 1.2 | 25 | 1.3 | -5 | 0.9 | 3
CCOc1ccc(Oc2c(/C=N/NC(=O)C3CC3)c(C)nn2-c2ccccc2)cc1 | 1 | 3 | 1 | 1 | 1 | 10 | 0.88 | -24 | 1.1 | -4

Whole records, quoted from the list:
CCOc1cc2[nH]c(=O)n(CCCC(=O)NCc3ccco3)c(=O)c2cc1OCC in the list: PMI act: 1.1; FLuc inh counter: -10; TNAP act hiacc: 1; FLuc act counter: 1.1; bIAP activator: 1; APP 5'UTR act: 15; NF-kB expr up: 1.1; TNAP inh no acc: 2; PMI act satM6P: 1; TNAP inh hiacc: -5
COc1ccccc1N1CCN(C(=O)CCCn2nc(C)c([N+](=O)[O-])c2C)CC1 in the list: PMI act: 1; FLuc inh counter: -4; TNAP act hiacc: 1.1; FLuc act counter: 1; bIAP activator: 1.1; APP 5'UTR act: -4; NF-kB expr up: 1.2; TNAP inh no acc: -12; PMI act satM6P: 1.1; TNAP inh hiacc: -6

Bioassay records deposited in PubChem BioAssay by several laboratories.
